Screening data deposited in PubChem by several laboratories.
Lipid droplet: hepatic lipid droplet formation modulation; AML12 mouse hepatocytes, oleate lipid droplets, BODIPY imaging; inhibition, % at 6.5 µM; 240,000 compounds, 0.4% hits;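 active = lipid droplet intensity inhibited by at least 50%, with more than 500 cells counted; inconclusive = wells with under 300 cells, treated as cytotoxic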
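material = mouse AML12 hepatocyte cell line, fixed after treatment | also added = 100 µM oleic acid challenge | doses = compound at 6.5 µM only | schedule = overnight exposure | technique = Image-based BODIPY and DAPI two-channel analysis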
TNAP activation fold: human TNAP enzyme activators, primary screen, biochemical, luminescent, no phosphate acceptor, uHTS (AID 1001) | purified TNAP, luminescent activation assay, no phosphate acceptor; higher activation fold means a stronger effect | one-dose activation fold at 20 µM; EC50 in µM for titrated hits | 200,000 compounds, 0.03% hits; in the data active = activation fold from about 3, or a potency from the dose series; inactive = the rest, 99 in 100 with activation fold below about 1.6; note: many of its hits are not listed in these tables
T cell HTS: modulates CD8 T cell binding to vesicles | 2C CD8+ T cell-vesicle binding, flow cytometry; hits give low values | calls only at 7 µM | 330,000 compounds, 0.068% hits;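 active = response, share of CD8 T cells binding vesicles, and their 90th percentile fluorescence all below set limits, cut at about 80% in these data, passing the limit was not always enough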
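Material: murine 2C transgenic CD8+ T lymphocytes / Also added: QL9-peptide-loaded Drosophila micro-vesicles bearing Ld, ICAM-1 and B7-1 / Schedule: binding step 1.5 h, 37 °C, antibody labelling 20 min, ice / Signal: flow cytometry, PE anti-B7-1 (FL2) versus Alexa647 anti-CD8 (FL8), PFA-fixed / Evaluation: percent CD8+ FL2 mean versus row control / Benchmarks: naked versus QL9-loaded vesicles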
MT stabilizer: microtubule stabilizers in HeLa cells | HeLa tubulin immunostaining HCS, 24 h; share of cells brighter than vehicle mean+2SD | % tubulin-high responders, % at 10 µM | 200,000 compounds, 0.83% hits;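 active = plate Z-score above 3 for both tubulin-high and condensed-nucleus cell shares, with cell loss under 80%, at 10 µM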;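 note: anti alpha tubulin signal scored within the nucleus-defined area of each cell; some results filed as inactive read as strong as hits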
Ins promoter up: MIN6 insulin promoter up-regulation; MIN6 insulin promoter-GFP reporter, high-content imaging; hits give high values; z-score at 5 µM; 190,000 compounds, 0.3% hits; AID 1625;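 active = z-score above 3 at 5 µM with at least 500 cells counted in the well; inconclusive = wells under 500 cells, flagged as cytotoxic or low count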
PMI inhibition: human PMI inhibitors, high substrate, primary screen, biochemical, fluorescence intensity, high mannose 6-phosphate (AID 1220). recombinant PMI enzyme, coupled fluorescence intensity; higher % means a stronger effect. one-dose inhibition, % at 20 µM; IC50 in µM for titrated hits. 190,000 compounds, 0.66% hits
PMI inhibitors: MPI enzyme activity inhibition – biochemical, fluorescence intensity, coupled assay, primary screen (AID 1209). purified PMI enzyme, coupled fluorescence intensity; higher % means a stronger effect. 190,000 compounds, 0.42% hits. inhibition, % at 20 µM; hits with a dose series show IC50 in µM;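 note: plate controls were DMSO vehicle for no effect and wells lacking substrate for full effect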
Autophagy HCS: modulators of autophagy. MEF GFP-LC3 puncta imaging; test concentration mostly 10 µM. calls only at 10 µM (by protocol). 190,000 compounds, 0.98% hits;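 active = percentage of spot-positive cells more than 3 SD above its plate mean, without a fluorescence outlier flag or 80% toxicity; inconclusive = no clear call, values can overlap the other calls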;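 note: spot-positive cell cutoff set from DMSO-treated cells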
b-catenin transl: beta-catenin nuclear translocation modulation. HeLa beta-catenin nuclear translocation, immunofluorescence imaging. nuclear translocation activity, % at 5 µM. 190,000 compounds, 0.3% hits. AID 1665;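 active = nuclear translocation activity above 50% at 5 µM, with a well cell count of 50 or more; inconclusive = wells under 50 cells across six images, flagged as toxic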;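 note: per-cell ratio of nuclear to cytoplasmic median beta-catenin stain intensity; plate controls were DMSO negative control for no effect and GSK-3 inhibitor IX positive control for full effect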
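Test system: human HeLa cell line; Doses: 5 µM primary, 0.02–20 µM confirmation; Incubation: 24 h compound exposure, 37°C; Detection: beta-catenin immunofluorescence imaging with DAPI; Read-out: beta-catenin nuclear/cytoplasmic ratio, % activation.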
Ins promoter up cell count: further read-out of Ins promoter up, marked with its call; cell count; measured here: cytotoxicity, nuclei count;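 total cells summed across four imaged fields per well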
Lipid droplet cells 6.5 µM: recorded beside Lipid droplet, whose call it bears; cell count; measured here: cell count, cytotoxicity flag;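 cells counted across two imaged fields per well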
b-catenin transl cell count 5 µM: further read-out of b-catenin transl, marked with its call; cell count; measured here: cell count, cytotoxicity flag
T cell HTS vesicle-bound %: also measured in T cell HTS; calls as there; double positive events, %; measured here: CD8+ vesicle-bound cell fraction;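 binding gate set so that unloaded-vesicle control wells show 10% double positive cells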
MT stabilizer Hoechst-high %: recorded beside MT stabilizer, whose call it bears; % Hoechst-high responders; measured here: nuclear condensation Hoechst responders;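 share of cells brighter than vehicle mean plus two SD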
MT stabilizer cytotoxicity %: also measured in MT stabilizer; calls as there; toxicity, %; measured here: cytotoxicity by cell density;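 0% = mean cell density of plate MIN control wells and 100% = no cells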
Autophagy HCS cell loss 18 h: further read-out of Autophagy HCS, marked with its call; toxicity, %; measured here: cell loss, nuclei count;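 cell loss after 18 h compound exposure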
* marks the source's active call; other numbers are inactive results; i = inactive; ? = inconclusive; · = no result given; + = active, no number. Cut-off read from the data, not from the text of the source, unless noted: active = inhibition above about 50%; inactive = the rest.

Results follow in this order: T cell HTS	MT stabilizer Hoechst-high %	PMI inhibitors	PMI inhibition	Lipid droplet	Autophagy HCS cell loss 18 h	T cell HTS vesicle-bound %	Ins promoter up cell count	MT stabilizer cytotoxicity %	b-catenin transl cell count 5 µM	Autophagy HCS	Lipid droplet cells 6.5 µM	MT stabilizer	Ins promoter up	TNAP activation fold	b-catenin transl
> COc1ccc(C2CCN(Cc3cccnc3)CC2O)cc1 (stereo not given)
    i	2.8	-8.6%	13.0%	·	11.4	31.6	1099	4.5	998	i	·	7.2	1.2	1.1	-8.0
> COc1ccc(N2C(=O)CSCC2=O)cc1OC
    i	4.6	1.2%	4.4%	6.0	10.9	59.8	1106	7.9	1051	i	706	2.1	-0.02	1.1	0.4
> COc1cccc(C(=O)NC(=S)N2CCN(c3ccc(C(F)(F)F)cc3[N+](=O)[O-])CC2)c1
    i	1.6	24.6%	14.8%	14.2	5.7	26.8	1200	6.9	1143	i	716	2.6	-0.18	1.1	1.9
> CCOc1ccc(N2C(=O)S/C(=C\c3ccc(O)c(OC)c3)C2=O)cc1
    i	·	·	·	11.3	·	33.9	1093	·	1328	·	744	·	-0.17	·	2.7
> CN(C(=O)CSc1nnc(NCc2ccccc2)s1)C1CCS(=O)(=O)C1 (stereo not given)
    i	2.4	-4.7%	6.2%	13.4	3.5	23.6	1172	3.4	1061	i	700	2.1	0.05	1	-2.2
> Cc1cccc(C)c1NC(=O)N1CC=C(n2c(=O)[nH]c3ccccc32)CC1
    i	1.6	3.3%	3.0%	·	-16.4	41.8	1400	1.1	1440	i	·	3.7	-0.9	1	-0.7
> O=C1CC(CCC(=O)NC2CC2)c2ccccc2N1 (stereo not given)
    i	1.6	11.4%	24.6%	·	5.8	7.6	1444	2.8	918	i	·	3.1	1.1	1.1	-1.4
> Cc1cc2n(n1)C(c1ccc(N(C)C)cc1)Nc1ccccc1-2 (stereo not given)
    i	4.5	-5.8%	4.7%	·	3.3	45.9	1348	6.7	1358	i	·	4.2	0.1	1	4.7
> CCC(Sc1nc(N)c(NC(=O)c2ccc(OC)cc2)c(=O)[nH]1)C(=O)O (stereo not given)
    i	3.2	-21.2%	1.6%	8.6	-0.8	56.9	1367	9.4	1071	i	677	2.8	0.35	1.1	0.7
> COc1ccccc1CCNC(=O)c1ccoc1C
    i	2.6	-2.7%	-4.4%	-12.7	1.7	52.1	1334	17.1	1010	i	624	2.1	0.19	1	-1.5
> N#Cc1c(-c2ccccc2)nc2n1CCS2
    i	1.5	19.3%	8.3%	23.3	13.8	50.5	1577	8.6	1524	i	707	1.3	-0.78	1	0.6
> Cc1ccc(-c2nnn3c2nc(NCCc2ccc(S(N)(=O)=O)cc2)c2ccccc23)cc1
    i	3.0	-12.6%	-11.8%	-20.5	7.4	12.6	1215	1.3	520	i	677	2.7	0.28	1.1	-6.0
> O=c1[nH]c(CN(CCc2ccccc2)S(=O)(=O)c2ccc(Cl)cc2)nc2ccccc12
    i	1.6	-6.2%	0.7%	-7.1	1.8	3.9	·	11.4	1073	i	670	4.6	·	1.1	-0.8
> c1ccc(Nc2nc3ccccc3o2)cc1
    i	1.0	3.6%	3.1%	17.8	-5.8	56.7	·	6.9	959	i	805	2.1	·	1.1	-1.7
> Cc1nn(CC(=O)N/N=C/c2ccc3c(c2)OCO3)c(C)c1Br
    i	2.3	4.9%	-0.7%	0.5	13.7	24.8	1555	9.4	1082	i	629	2.2	1.08	1.2	-1.6
> O=C(Nc1ccc(N2CCCCC2)cc1)c1cncc(Br)c1
    i	0.9	0.2%	4.1%	·	31.0	3.7	1467	3.3	1252	i	·	2.1	-0.76	1.1	0.2
> O=C(COc1ccc2c(c1)C(=O)CC1(CCCCC1)O2)NCc1ccccn1
    i	2.2	5.9%	3.4%	·	-9.6	12.4	987	7.3	1432	i	·	1.0	-1.74	1.1	0.4
> CCCC(=O)Nc1cc(C(F)(F)F)ccc1N1CCOCC1
    i	1.4	5.2%	6.7%	23.4	5.0	42.5	1222	5.9	1147	i	751	2.5	0.36	1.1	-1.1
> O=C(NC(=S)NCc1ccccc1)C1CC1
    i	0.9	2.5%	-6.1%	3.5	35.0	66.2	1455	0.2	939	i	710	1.6	0.05	1.1	-1.0
> O=C(c1cccc(C(F)(F)F)c1)C1CCCN(Cc2cccc(OCCO)c2)C1 (stereo not given)
    i	3.2	6.0%	0.7%	-27.5	6.8	44.6	1425	0.6	1196	i	661	2.7	1.25	1	0.1
> CS(=O)(=O)N1CCCC(C(=O)Nc2ccc(F)cc2F)C1 (stereo not given)
    i	1.7	-1.1%	28.4%	19.5	5.5	53.1	1227	7.4	1094	i	710	3.9	0.11	1.1	-0.6
> CCCN(C(=O)CSc1nnnn1C)C1CCS(=O)(=O)C1 (stereo not given)
    i	1.7	-3.8%	0.1%	-29.8	19.6	7.2	1618	5.1	1078	i	675	3.6	-0.9	1.1	-1.0
> CN(C)CCOC(=O)NCC12CC3CC(CC(C3)C1)C2
    i	·	·	·	5.9	·	25.4	984	·	1303	·	732	·	1.89	·	-0.2
> COCc1cc(Sc2ccc(OC)cc2)nc(-c2ccccc2)n1
    i	2.8	9.4%	13.6%	13.8	-17.3	32.4	1250	9.3	1096	i	683	1.8	-0.26	1.1	-3.9
> Cc1ccc(N(CC(=O)O)C2SC(=O)NC2=O)cc1 (stereo not given)
    i	2.6	19.9%	14.3%	-4.5	4.8	49.0	1341	5.3	·	i	720	2.5	0.02	1.1	·
> COc1ccc(C(=O)NNC(=O)c2ccccc2[N+](=O)[O-])cc1Br
    i	3.8	-2.3%	9.3%	9.1	2.9	30.5	1311	0.7	533	i	766	4.7	0.26	1.1	0.6
> O=C(Nc1nc(-c2ccccn2)cs1)C1CCCC1
    i	2.1	0.3%	6.8%	1.8	9.9	50.4	1279	14.8	1115	i	662	2.7	-1.22	1.6	-3.0
> Clc1cccc(N/N=C/c2ccc(N3CCOCC3)cc2)c1
    i	2.2	-43.4%	-127.2%	·	8.0	32.8	1634	6.8	1361	i	·	1.6	-1.12	1.1	1.7
> COC(=O)c1ccccc1NC(=S)NC(NC(=O)c1ccco1)C(Cl)(Cl)Cl (stereo not given)
    i	1.2	13.8%	6.7%	·	6.5	19.7	1643	5.7	1271	i	·	1.8	0.26	1	1.4
> CC1CCN(S(=O)(=O)c2ccc(C(=O)Nc3nnc(-c4ccncc4)o3)cc2)CC1
    i	2.6	0.5%	-16.1%	5.1	6.2	56.9	·	3.2	1032	i	696	2.2	·	1.1	1.5
> CCOC(=O)C1=C(C)NC(C)=C(C(=O)OC)C1c1cccc(Cl)c1Cl (stereo not given)
    i	1.9	15.0%	15.3%	-0.6	33.8	34.6	·	6.8	527	i	725	2.2	·	1	-0.9
> O=C1Cc2ccccc2N1c1ccccc1
    i	3.0	-3.3%	1.7%	·	-9.0	43.2	1039	6.9	1120	i	·	3.3	0.32	1.1	1.1
> O=C(O)c1c(Cl)c(Cl)c(Cl)c(Cl)c1C(=O)N1CCCCCC1
    i	2.1	-1.7%	1.9%	0.2	-0.2	13.5	1402	8.6	1082	i	688	1.3	0.91	1.1	-1.8
> CCOC(=O)c1oc2ccccc2c1NC(=O)CN1CCN(C)CC1
    i	2.0	3.2%	8.2%	·	-14.2	16.7	1368	8.6	1023	i	·	2.4	-0.07	1.1	-6.1
> OCCC1CN(Cc2ccc3cc(Cl)ccc3n2)CCN1Cc1ccsc1 (stereo not given)
    i	1.4	5.3%	1.6%	-2.3	10.2	48.5	1501	8.5	1009	i	670	2.3	0.46	1.1	-0.7
> NC(=O)NC(=O)COC(=O)c1sc2ccccc2c1Cl
    i	·	·	·	11.3	·	56.5	1450	·	1361	·	778	·	0.25	·	-1.8
> O=C(/C=N/O)NCCCN1CCCCCC1
    i	2.1	13.0%	7.9%	5.7	-4.9	61.7	899	5.6	·	i	696	2.4	-0.13	1.1	·
> C[N+]1(CCOC(=O)C2(c3ccccc3)CCCC2)CCCCC1
    i	1.5	9.5%	11.4%	-4.4	1.9	40.6	1216	10.6	1065	i	733	4.4	-0.95	1.1	0.9
> Cc1cccc(C(=O)NNC(=O)c2ccc(Br)cc2)c1
    i	1.4	-3.8%	-7.6%	4.9	2.0	36.1	1410	9.1	1510	i	700	2.4	-0.55	1.4	0.5
> COc1ccccc1N(CC(=O)NC1CCCCC1)C(=O)CCC(=O)Nc1ccccn1
    i	1.0	11.5%	3.1%	9.1	-10.2	52.1	1229	6.5	1187	i	747	2.6	-0.32	1.1	-5.6
> CCCCCCCn1c2c(c(=N)c3c1CCC3)CCCC2
    ·	3.4	10.3%	7.2%	-83.5	14.2*	·	·	14.5	1174	+	478	5.7	?	1.1	2.7
> O=C(c1ccc(Cl)s1)N1CCN(c2nc3ccccc3s2)CC1
    i	0.7	8.9%	9.6%	·	·	41.3	887	5.5	1196	·	·	10.9	1.76	1.1	-0.1
> CCCn1nc(C(=O)Nc2cc(C(=O)OC)ccc2C)c2ccccc2c1=O
    i	3.8	14.0%	14.7%	·	7.4	29.4	1149	8.7	873	i	·	4.7	1.01	1.1	-3.2
> Cc1noc(N)c1C(=O)Nc1ccc(F)cc1
    i	1.6	-0.9%	13.5%	·	-5.1	54.8	1627	6.3	1328	i	·	4.7	-0.8	0.9	0.8
> O=C(Cc1ccccc1)N1CCC(c2ccccc2)C1 (stereo not given)
    i	·	·	·	-16.3	·	29.9	1463	·	1123	·	714	·	-0.47	·	-2.3
> O=C(COC(=O)c1cccc(Cl)c1Cl)NCCN1C(=O)CSC1=O
    i	2.5	-3.6%	-13.6%	-2.4	-3.6	40.4	1161	5.4	547	i	665	3.9	0.6	1	-2.4
